# Source: PubChem BioAssay
# Smad3 inh – blocks human Smad3 binding to FoxH1 peptide; TR-FRET Smad3/Dy647-FoxH1 peptide binding, europium anti-His; inhibition, % at 25 µM; actives 0.29% (n = 88,000); AID 630;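 active = compounds that reduce the energy-transfer binding signal between the protein and its labelled peptide by more than half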;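 also: 0% = Smad3 plus labelled peptide maximal FRET and 100% = peptide-only background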
# Target sequence (P84022 whole entry, looked up): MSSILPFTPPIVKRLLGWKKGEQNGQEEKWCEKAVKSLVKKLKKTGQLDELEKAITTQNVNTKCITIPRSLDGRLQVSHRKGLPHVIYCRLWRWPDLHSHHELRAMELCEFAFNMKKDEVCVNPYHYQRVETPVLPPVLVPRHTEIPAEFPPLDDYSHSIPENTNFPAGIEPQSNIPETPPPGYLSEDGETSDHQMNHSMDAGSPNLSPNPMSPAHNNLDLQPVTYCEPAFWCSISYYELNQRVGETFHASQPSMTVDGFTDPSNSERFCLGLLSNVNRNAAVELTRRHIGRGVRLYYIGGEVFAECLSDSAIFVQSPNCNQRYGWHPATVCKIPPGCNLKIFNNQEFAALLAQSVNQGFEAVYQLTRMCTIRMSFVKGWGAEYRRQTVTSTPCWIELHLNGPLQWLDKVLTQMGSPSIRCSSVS
# ERb coact inh – ER-beta (human) coactivator binding inhibition; Q92731; TR-FRET ER-beta LBD / SRC1-Cy5 peptide binding; receptor agonist-loaded with 1 µM estradiol; inhibition, % at 25.6 µM; actives 1.3% (n = 86,000); AID 633;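 active = compounds whose percent inhibition of the receptor-coactivator binding signal exceeds about 50% in the single-dose screen, limit read from the data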;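 also: 0% = receptor plus peptide wells without compound and 100% = peptide-only wells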
# Target sequence (Q92731 whole entry, looked up, the tested form may be a part): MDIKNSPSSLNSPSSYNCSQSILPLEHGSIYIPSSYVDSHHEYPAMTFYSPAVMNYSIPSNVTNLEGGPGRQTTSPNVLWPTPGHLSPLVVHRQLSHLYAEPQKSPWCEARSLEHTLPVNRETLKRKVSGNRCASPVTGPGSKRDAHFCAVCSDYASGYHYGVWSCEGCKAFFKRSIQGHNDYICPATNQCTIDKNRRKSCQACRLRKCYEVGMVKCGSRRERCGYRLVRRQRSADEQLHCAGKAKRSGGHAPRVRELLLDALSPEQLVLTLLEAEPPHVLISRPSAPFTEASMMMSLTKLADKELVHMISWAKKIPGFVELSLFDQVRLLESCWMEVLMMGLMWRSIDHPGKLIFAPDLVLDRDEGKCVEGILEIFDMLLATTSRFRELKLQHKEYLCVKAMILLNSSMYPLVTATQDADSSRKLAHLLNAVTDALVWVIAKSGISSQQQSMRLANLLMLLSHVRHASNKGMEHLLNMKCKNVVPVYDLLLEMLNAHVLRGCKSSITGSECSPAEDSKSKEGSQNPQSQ
# Candida biofilm – kills Candida albicans biofilms; C. albicans biofilm + clotrimazole, Alamar Blue; inhibition, % at 6 µM; actives 0.14% (n = 85,000);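 active = inhibition above 20%; inactive = inhibition below 20%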;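 also: preformed 24 hr biofilms exposed to compound for 48 hr; 0% = biofilm without compound and 100% = blank killed by clotrimazole plus chlorhexidine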
# Starred values were filed as active, the others as inactive; [ ] = remark or other dose. These rows are one share of the data; the hit share may differ from the screen's.
Molecule	Smad3 inh	ERb coact inh	Candida biofilm
O=C(c1cc2ccccc2oc1=O)N1CCN(CCc2ccccc2)CC1	6.2	2.5	10.2
C=C(C)Cn1c(C2CC(=O)N(c3ccccc3F)C2)nc2ccccc21 (centres undefined)	1.0	-10.0	11.1
Cc1cc(=O)[nH]c(SCC(=O)N2CCCCCC2)n1	2.3	1.1[fluorescence artefact?]	6.0
OC(CCN1CCCCC1)(c1ccccc1)C1CCCCC1 (centres undefined)	0.7	14.2	-4.0
Cc1onc(-c2c(F)cccc2Cl)c1C(=O)NC1=NCCS1	5.1	-8.3	7.6
COC(=O)n1c(=O)oc2cc(S(=O)(=O)N3CCOCC3)ccc21	2.7[fluorescence artefact?]	1.0	7.2
CCCCNC(=O)CSc1nc2cc3c(cc2c(=O)n1CCCN(CC)CC)OCO3	-8.0	11.1	-4.6
Cc1ccc(-c2nnc3n2N=C(c2ccccc2)CS3)cc1	-0.5	10.2	6.6
Oc1ccccc1-c1cc(C(F)(F)F)[nH]n1	4.7	-2.5[fluorescence artefact?]	-2.6
Cc1cccc(N(C(=O)Nc2ccccc2)C2=NCC(C)S2)c1 (centres undefined)	6.2	2.5[fluorescence artefact?]	-4.0
COc1cccc(CNC(=O)C2CCN(S(=O)(=O)c3cccc4cccnc34)CC2)c1	-2.0	-0.8	7.5
Cc1sc(NC(=O)c2ccco2)c(CN2CCCCC2)c1C	8.2	-7.2[fluorescence artefact?]	1.4

# One compound at a time, from the list above. Order of screens: Smad3 inh	ERb coact inh	Candida biofilm
# Profile of Cc1cc(=O)[nH]c(SCC(=O)N2CCCCCC2)n1 = 2.3	1.1[fluorescence artefact?]	6.0
# Profile of Cc1onc(-c2c(F)cccc2Cl)c1C(=O)NC1=NCCS1 = 5.1	-8.3	7.6
# Profile of O=C(c1cc2ccccc2oc1=O)N1CCN(CCc2ccccc2)CC1 = 6.2	2.5	10.2
# Profile of C=C(C)Cn1c(C2CC(=O)N(c3ccccc3F)C2)nc2ccccc21 (centres undefined) = 1.0	-10.0	11.1

# (more compounds)
Molecule	Smad3 inh	ERb coact inh	Candida biofilm
CCOc1ccc(NC(=O)CN2CCC(NC(=O)C3CCCCC3)CC2)cc1	6.4	-16.4	7.8
Nc1ncn(C(=O)c2ccco2)n1	-5.5	31.9	5.8
CC1=CC(C)(C)N=C(NC#N)N1	0.2	-10.7	-2.5
COCc1nc(-c2ccc(-c3ccc(OC)cc3)nc2OC)no1	-7.8	1.4	13.2
O=C(CCS(=O)(=O)c1cccc2nonc12)N1CCOCC1	1.1	-15.1	6.6
CCCC(=O)Nc1nc2c(OC)ccc(OC)c2s1	-9.4	-14.9	-2.6
Cc1nn(C)c(C)c1S(=O)(=O)N1CCC(C(=O)NC(C)c2ccccc2)CC1 (centres undefined)	-3.0	-4.4	8.0
O=C(Cn1ncc2c(=O)oc3ccccc3c21)NCCN1CCN(c2ccccc2F)CC1	4.4	-12.0[fluorescence artefact?]	4.5
C[C@]12CC[C@@H]3c4ccc(O)cc4CC[C@H]3[C@@H]1CC[C@@H]2OC(=O)CCC(=O)O	-3.3	3.6	10.2
COCCn1nnnc1C(c1ccccc1)N1CCN(Cc2ccc3c(c2)OCO3)CC1 (centres undefined)	-5.0	8.6[fluorescence artefact?]	2.9
Cc1nn(C)c(C)c1S(=O)(=O)N(CC(=O)Nc1ccc2c(c1)OCO2)c1ccc(C(C)C)cc1	-1.3	-7.1	1.5
CCOC(=O)c1c(C)c(C(=O)N(C)C2CCCCC2)c(C)n1C	-3.5	1.5	5.1
CCOC(=O)C1CCN(C(c2cc(OC)c(OC)c(OC)c2)c2sc3nc(C)nn3c2O)CC1 (centres undefined)	-6.2	-12.9	1.5
Cc1nc2cc(-c3ccccc3)ccc2o1	5.8	-7.7	9.2
CCCn1nnnc1SCC(=O)N(C(C)C)C(C)C	9.6	-2.4	5.6
CC1(C)Oc2ccc3ccc(=O)oc3c2-c2cnoc21	-3.2	-4.8	3.4
Cc1c(C(=O)OCc2cc(=O)n3cc(Br)ccc3n2)oc2ccccc12	-3.3	32.0	3.3
CCOc1ccccc1NC(=O)CSc1nnc(Cn2c(=O)sc3ccccc32)n1C	0.8	-6.6	13.7
CCOc1ccc(N(CC(=O)Nc2ccccc2)S(C)(=O)=O)cc1	8.4	-36.5	10.0
O=C(Nn1c(C2CC2)nc2ccccc2c1=O)c1ccco1	1.2	-0.4	5.7
Cc1ccc(C(C(=O)NC2CCCCC2)N(Cc2cccnc2)C(=O)C2COc3ccccc3O2)o1 (centres undefined)	0.0	-6.8	6.3
O=C(C1CCC(Cn2c(=O)[nH]c3ccccc3c2=O)CC1)N1CCN(c2ccccc2)CC1 (centres undefined)	0.8	8.1	10.1
Cn1c(Cn2c(=O)sc3ccccc32)nnc1SCc1ccc(F)cc1	-8.7	3.1[fluorescence artefact?]	2.2
O=C(CSc1ccc2nnc(-c3ccc(Cl)cc3)n2n1)N1CCN(c2ccccc2)CC1	-5.0[fluorescence artefact?]	-0.3	-11.6
CCC1Oc2ccccc2N(CC(=O)NCCN2C(C)CCCC2C)C1=O (centres undefined)	6.2	-7.5	5.8
COc1ccc(-c2nn(-c3ccccc3)cc2C(=O)N2CCOCC2)cc1	-1.8	-5.8	0.4
Cc1sc2nc3ccc(N4CCCC4)nn3c(=O)c2c1C	-1.7[fluorescence artefact?]	-4.2[fluorescence artefact?]	5.9
COc1ccccc1CNC(=O)c1cc2c(=O)n(C)c3ccccc3c2n1C	6.9	26.5[fluorescence artefact?]	10.4
O=C(CSc1nnc2scc(-c3ccccc3)n12)c1ccc2c(c1)OCCO2	3.7	3.1	16.7
COc1cc(-c2nn3c(COc4ccccc4)nnc3s2)cc(OC)c1OC	-2.0	9.3[fluorescence artefact?]	5.7
Cc1ccc(CN2CCC(C(=O)NCCC(C)C)CC2)o1	-6.6	-4.8[fluorescence artefact?]	9.7
O=C(CSc1ccc2nnc(-c3cccs3)n2n1)N1CCOCC1	-5.6	25.1	7.6
O=C(CSc1n[nH]c(-c2cccnc2)n1)Nc1ccnc2ccccc12	10.6	-9.8[fluorescence artefact?]	1.2
CCOc1ccccc1N1CCN(Cc2ccc(OC)c(OC)c2)CC1	2.6	-3.7	-0.4
Cc1ccsc1C(=O)OC1CCOC1=O (centres undefined)	9.0	-3.7	11.0
COc1ccc(OC)c(NC(=O)C2CC(=O)N(c3ccccc3)C2)c1 (centres undefined)	14.1	10.1	3.0

# Next results:
# The line under a structure holds: Smad3 inh, ERb coact inh, Candida biofilm
- Cc1cc(Cl)ccc1OCCCC(=O)NO
  7.1, 0.3, 9.2
- CCOC(=O)c1cn2c3c(c(F)c(F)c(F)c3c1=O)SC(N1CCCC1)=N2
  3.8, -15.1[fluorescence artefact?], 5.5
- Cn1c(NC(=O)CC(C)(C)C)cc(=O)n(C)c1=O
  1.1, -5.7, 5.7
- COc1ccccc1CN(CC(=O)NCc1ccco1)C(=O)CNS(=O)(=O)c1ccccc1
  -6.2, 4.0, 8.3
- CCOC(=O)c1sc2ncn(/N=C/c3ccccn3)c(=O)c2c1C
  -0.7[fluorescence artefact?], -2.3, 3.0
- COCCn1c(CN2CC(C)CC(C)C2)nc2c1c(=O)n(C)c(=O)n2C (centres undefined)
  3.7, -6.8, -2.0
- O=C(Nc1nc2cc3c(cc2s1)OCO3)C1=COCCO1
  6.0, 7.4, 3.5
- CC(NC(=O)Cn1cc2c(n1)CCCCC2)c1ccccc1 (centres undefined)
  11.1, 0.4, 3.6
- CCN(C(=O)CCS(=O)(=O)c1ccc(Br)cc1)c1ccc2c(c1)OCO2
  3.5, -2.2, 6.7
- Cc1oc(-c2ccc(F)cc2)cc1-c1nn2c(-c3ccoc3C)nnc2s1
  0.3, 62.5*, 5.8
- COc1cc(C2N(c3ccccc3)CCN2c2ccccc2)ccc1OC(C)=O
  -2.6, -5.0, 6.2
- Cc1cccc(C)c1NC(=O)CS(=O)CC(=O)NC1CCCc2ccccc21 (centres undefined)
  -6.4, 0.0[fluorescence artefact?], -1.5
- CCN(CC)CCCN1C(=O)C(=O)/C(=C(/O)c2ccc(OC)c(Cl)c2)C1c1ccco1 (centres undefined)
  4.3, -1.8, 9.0
- Nc1[nH]c(=O)ncc1F
  5.0, -4.7, 13.0
- Cc1ccc(NC(=O)C2(N(CC(C)C)C(=O)Cn3nnnc3N)CCCCC2)cc1
  -2.0, -0.4, 3.9
- CCN(CCCNC(=O)CC1Oc2ccc(C)cc2NC1=O)Cc1ccccc1 (centres undefined)
  -4.2, -7.5, 4.3
- CCCCC(=O)N(CCOC)c1nnc(-c2ccc(OC)cc2)s1
  12.8, 5.1, -3.9
- Cc1ccc(C2CC(c3ccccc3C)n3nc(N)nc3N2)cc1 (centres undefined)
  4.0, -6.7, -2.9
- CCc1ccc2[nH]cc(C(=O)OCCOC)c(=O)c2c1
  8.7[fluorescence artefact?], -3.0, 7.8
- CC(=O)NCCOc1nc(N(C)C)nc(N2CCOCC2)n1
  -12.8, 14.8, 3.2

# Reformatted: 2 of the compounds above
> COCCn1c(CN2CC(C)CC(C)C2)nc2c1c(=O)n(C)c(=O)n2C (centres undefined)
- Smad3 inh: 3.7
- ERb coact inh: -6.8
- Candida biofilm: -2.0
> O=C(Nc1nc2cc3c(cc2s1)OCO3)C1=COCCO1
- Smad3 inh: 6.0
- ERb coact inh: 7.4
- Candida biofilm: 3.5

# More structures:
# The line under a structure holds: Smad3 inh, ERb coact inh, Candida biofilm
- CC(=O)Nc1cccc(NC(=O)CSc2nn3c(=O)c(C)nnc3s2)c1
  9.6, -12.8[fluorescence artefact?], 9.9
- Nc1ncnc2c1ncn2[C@H]1C[C@H](O)[C@@H](COP(=O)(O)O)O1
  -0.2, 6.3, 8.6
- Clc1ccc(-c2nnc3sc(Cc4cccs4)nn23)cc1
  5.6, 32.6, 5.3
- CC(=O)NC(CC(C)C)C(=O)NC(=O)NCc1ccccc1 (centres undefined)
  1.1, -2.0, 7.8
- Cc1ccc(-c2nnn(Cc3nc4ccccc4s3)n2)cc1
  7.5, -6.6, 5.7
- CCOC(=O)c1cc(C(C)(C)C)oc1CN
  -0.6, -4.9, 0.8
- COc1ccc(-n2c(Cc3cccn3C)nnc2SCC(=O)Nc2ccccc2F)cc1
  -5.1, -8.9[fluorescence artefact?], 3.1
- COc1cccc(OCC(=O)Nc2c(C(=O)Nc3ccc(OC)cc3OC)oc3ccccc23)c1
  12.6[fluorescence artefact?], 50.1*[fluorescence artefact?], 0.4
- COCCNC(=O)c1ccccc1NC(=O)C1COc2ccccc2O1 (centres undefined)
  0.1, -1.3, 0.8
- CC(C)Cc1cc(C(=O)NCCCN2CCOCC2)no1
  1.8, -4.0, 9.7
- CS(=O)(=O)N1CCCC(C(=O)NC2CCCCCCC2)C1 (centres undefined)
  4.9, -1.6, 8.8
- COc1cc(OC)c(N(C)C(=O)CCNC(=O)Cn2cnc3ccccc3c2=O)cc1Cl
  3.0, 3.5[fluorescence artefact?], -0.5
- O=C(NC1CCCCCCC1)C1CCC(CNc2c(N3CCCC3)c(=O)c2=O)CC1 (centres undefined)
  1.5, -1.8, 9.6
- Nc1[nH]nc2nc(NCc3ccccc3)c3c(c12)CCN(Cc1ccccc1)C3
  -1.0, 5.2[fluorescence artefact?], 6.8
- N=c1c(S(=O)(=O)c2ccc(Cl)cc2)cc2c(=O)n3ccccc3nc2n1CCN1CCOCC1
  11.2, -16.0, 5.9
- COc1ccc(C2CC(C(F)(F)F)n3nc(C(=O)NCc4c(C)nn(C)c4C)c(Cl)c3N2)cc1 (centres undefined)
  12.6[fluorescence artefact?], 2.8, 8.8
- CCOC(=O)c1ccc(NS(=O)(=O)c2cnc[nH]2)cc1
  -11.9, 3.6[fluorescence artefact?], 6.6
- Cc1ccn2c(-c3csc(NCc4ccco4)n3)c(C)nc2c1
  9.3, 2.7, -0.3
- CC(=O)Nc1nnc(SCc2cccc(F)c2)s1
  5.7, -8.8, 17.8
- COC(=O)CN1C(=O)CC(C)(C)Sc2ccccc21
  1.5, -12.0, 3.4
- COCCN1Cc2cccc(C(=O)NC3CCCCCC3)c2C1=O
  13.3[fluorescence artefact?], -17.8[fluorescence artefact?], 4.0
- CCCCN1CCc2c([nH]c3ccc(C)cc23)C1=O
  -3.3, 3.7, -4.5
- O=C1CCCCCN1CP(=O)(O)CN1CCOCC1
  4.5, -1.9, 5.1
- CCCS(=O)(=O)NCc1ccc2c(c1)cc(C)n2C
  -3.8, -0.6, 2.6
- CCOC(=O)CSc1nnc(CSc2nc3sc4c(c3c(=O)[nH]2)CCC4)n1C
  4.6, 3.0, 7.5
- c1cc2c(c(NCc3ccncc3)c1)CCCC2
  -1.4, -0.5, 6.5
- Cc1nnc(SCc2nc3ccccc3s2)n1-c1ccccc1
  0.1, 1.5, 1.3
- COc1cccc(-c2nc3ccc(O)cc3c(=O)o2)c1
  6.0, 3.4, 6.4
- COc1ccc(OC)c(N=C(C)C2=C(O)COC2=O)c1
  -1.2, 0.9[fluorescence artefact?], 7.3
- CCOc1ccccc1N(CC(=O)NCC1CCCO1)C(=O)CCC(=O)Nc1ccccn1 (centres undefined)
  1.2, -0.3, 8.1
- CN(C)C(=O)N1CCCC(C(=O)NCc2cccs2)C1 (centres undefined)
  -6.1, -3.9, 1.7
- N[C@@H](Cc1cc(I)c(Oc2cc(I)c(O)c(I)c2)c(I)c1)C(=O)O
  4.6, 21.6, 9.5
- CC1(C)N(O)CC(c2cccs2)=[N+]1[O-]
  5.0, 8.7, -3.5
- Cc1nn(-c2ccc(Cl)cc2)c(N)c1C(O)(CSc1nccn1C)C(F)(F)F (centres undefined)
  -0.3, -6.3, -2.8
